# Screening results deposited in PubChem BioAssay by several laboratories.
# BoNT F protease = blocks Botulinum neurotoxin F light chain protease. Multiplex microsphere protease cleavage assay, flow cytometry. inhibition, % at 10 µM. 360,000 compounds, 0.22% hits. AID 588497; in the data active = inhibition above about 35%, passing the limit was not always enough; inconclusive = no clear call, values can overlap the other calls; also: plate controls were buffer without enzyme for full effect and enzyme alone for no effect
# PriA SSB inh = K. pneumoniae PriA-SSBct interaction inhibition | AlphaScreen SSBct-PriA binding, biotinylated peptide | inhibition, % at 33 µM | 430,000 compounds, 0.6% hits | AID 1272365; in the data active = inhibition mostly above about 37%, no sharp cut-off; inactive = mostly below about 20%;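 also: plate controls were negative control peptide for no effect and reference peptide for full effect; strong numbers were not always called active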
# BoNT-A LC inh2 = blocks Botulinum neurotoxin A light chain protease; AID 588499; 360,000 compounds, 0.17% hits; multiplex microsphere protease substrate cleavage, flow cytometry; inhibition, % at 10 µM; also: plate controls were buffer without enzyme for full effect and enzyme alone for no effect
# Anthrax LF prot = blocks Bacillus anthracis lethal factor protease; 360,000 compounds, 0.12% hits; inhibition, % at 10 µM; multiplex microsphere protease cleavage assay, LF; also: plate controls were buffer without enzyme for full effect and enzyme alone for no effect
# Target sequence (P15917 whole entry, looked up): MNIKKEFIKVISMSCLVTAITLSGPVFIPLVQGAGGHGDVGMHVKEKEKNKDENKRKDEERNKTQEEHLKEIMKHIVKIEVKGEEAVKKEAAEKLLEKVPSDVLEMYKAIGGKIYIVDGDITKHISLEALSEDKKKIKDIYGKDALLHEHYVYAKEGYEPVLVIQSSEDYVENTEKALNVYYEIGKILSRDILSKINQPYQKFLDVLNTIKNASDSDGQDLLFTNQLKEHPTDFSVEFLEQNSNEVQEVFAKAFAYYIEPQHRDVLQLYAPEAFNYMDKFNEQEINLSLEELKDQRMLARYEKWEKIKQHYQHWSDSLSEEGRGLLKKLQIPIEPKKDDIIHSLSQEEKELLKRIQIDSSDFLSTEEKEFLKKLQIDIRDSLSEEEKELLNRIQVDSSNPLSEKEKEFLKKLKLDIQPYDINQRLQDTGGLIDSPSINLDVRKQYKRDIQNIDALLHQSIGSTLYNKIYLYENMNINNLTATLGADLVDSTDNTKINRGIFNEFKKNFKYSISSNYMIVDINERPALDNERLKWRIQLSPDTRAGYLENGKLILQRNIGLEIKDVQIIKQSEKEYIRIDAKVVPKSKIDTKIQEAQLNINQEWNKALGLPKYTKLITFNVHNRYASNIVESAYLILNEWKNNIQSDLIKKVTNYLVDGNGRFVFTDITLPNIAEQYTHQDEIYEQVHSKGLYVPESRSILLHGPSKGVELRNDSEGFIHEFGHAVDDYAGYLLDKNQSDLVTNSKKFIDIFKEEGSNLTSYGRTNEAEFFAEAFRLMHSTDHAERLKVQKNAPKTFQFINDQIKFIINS
# MazF activator = increases E. coli MazEF RNase cleavage of RNA | P0AE70 | FAM/BHQ RNA-DNA oligo cleavage fluorescence, 5 h | activation, % at 20 µM | 350,000 compounds, 0.32% hits | AID 504720; in the data active = activation above about 50%
# Target sequence (P0AE70 whole entry, looked up): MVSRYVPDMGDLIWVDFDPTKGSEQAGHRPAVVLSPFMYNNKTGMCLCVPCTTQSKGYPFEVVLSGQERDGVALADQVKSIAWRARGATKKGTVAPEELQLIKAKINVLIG
# Rv3671c inh = Rv3671c (M. tuberculosis) protease inhibition | inhibition, % at 5.96 µM | 320,000 compounds, 0.048% hits; in the data active = inhibition above about 38%;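 also: extracellular domain of Rv3671c used as enzyme; 0% = enzyme with DMSO and 100% = no enzyme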
# CCHFV vOTU inh = blocks the CCHF virus ovarian tumor domain protease; inhibition, % at 11.5 µM; CCHFV vOTU protease, Pep-AMC fluorescence; 370,000 compounds, 0.55% hits; in the data active = inhibition above about 30%; also: 0% = vehicle wells with enzyme and 100% = no enzyme wells
# PrPC TRFRET = cell surface PrPC inhibition, primary TR-FRET screen. 370,000 compounds, 0.43% hits. P04156. inhibition, % at 13.8 µM. AID 720596. TR-FRET read-out; in the data active = inhibition above about 24%; also: 0% = median of the test wells and 100% = reference compound wells
# SARS 3CLpro inh = SARS-CoV 3CLpro protease inhibition | recombinant SARS-CoV 3CLpro, quenched FRET peptide cleavage | inhibition, % at 6 µM | 290,000 compounds, 0.14% hits; in the data active = inhibition above about 12%
# VHR inh abs = blocks human VHR1 dual specificity phosphatase | inhibition, % at 13.3 µM | 290,000 compounds, 0.52% hits | recombinant VHR phosphatase, pNPP absorbance | P51452; in the data active = inhibition above about 50%; also: some compounds called inactive have numbers as strong as hits
# Target sequence (P51452 whole entry, looked up): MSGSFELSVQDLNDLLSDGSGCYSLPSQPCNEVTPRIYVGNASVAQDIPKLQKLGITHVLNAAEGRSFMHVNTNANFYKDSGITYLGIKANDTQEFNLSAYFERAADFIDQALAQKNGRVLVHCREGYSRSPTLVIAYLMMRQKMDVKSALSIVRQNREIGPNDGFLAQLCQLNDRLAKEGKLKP
# An asterisk follows results filed as active; ? = inconclusive; nt = not tested or not shown. Rule as the data show it, unless noted: active = inhibition above about 30%; inconclusive = no clear call, values can overlap the other calls; inactive = below that.
molecule	BoNT F protease	PriA SSB inh	BoNT-A LC inh2	Anthrax LF prot	MazF activator	Rv3671c inh	CCHFV vOTU inh	PrPC TRFRET	SARS 3CLpro inh	VHR inh abs
COc1cc(C(=O)OCC(=O)N2CCCCC2C)ccc1OCc1c(C)noc1C (centres undefined)	4.7	-9.5	0.0	-4.4	-20.4	-3.6	-2.4	-5.8	-1.7	20.6
Cc1ccc(NC(=O)c2ccc(S(=O)(=O)N3CCCCCC3)cc2)nc1	-33.2	-7.7	-24.5	-8.1	-16.8	5.9	-2.4	3.0	nt	nt
CCCn1c(N)c(N(CCOC)C(=O)c2ccc(F)cc2F)c(=O)[nH]c1=O	15.0	-0.9	2.6	-1.9	-9.0	-11.5	1.0	0.0	-1.9	19.6
COc1ccc(O)c(/C=N/NC(=O)c2c(C)nnn2-c2nonc2N)c1	-2.9	nt	0.5	-2.2	1.6	8.0	-1.0	6.6	5.7	6.3
CC(NC(=O)/C(=C/c1cccc([N+](=O)[O-])c1)NC(=O)c1ccco1)C(=O)O (centres undefined)	13.0	1.7	1.6	-1.7	5.4	-2.0	-1.1	-17.7	-0.6	-15.0
CC(C)CC(C(=O)NC(C)(C)C)N(Cc1cccs1)C(=O)c1snc(C(N)=O)c1N (centres undefined)	-1.3	5.1	-0.2	-3.4	5.4	0.8	-16.6	-4.0	0.9	34.4
C=CCn1c(SCC)nc2sc3c(c2c1=O)CCc1ccccc1-3	-5.0	-7.8	-2.5	-1.3	-2.0	-0.5	-2.5	-3.7	-1.0	31.5
O=C(Nc1ccccn1)c1csc2c1CCCC2	-3.4	-0.9	0.6	-4.0	10.8	2.6	-0.8	7.1	-2.8	6.9
Cc1cc(NC(=O)c2c(-c3c(F)cccc3Cl)noc2C)no1	?	-14.9	3.1	-4.6	6.5	-3.6	-3.9	-3.4	-3.8	-25.5
CCc1ccc(OCc2ccc(C(=O)NCc3ccccn3)o2)cc1	-2.3	-6.5	0.7	-6.2	-12.0	3.3	2.3	11.3	0.5	-4.4
NS(=O)(=O)c1cc(C(=O)OCC(=O)c2ccc3c(c2)OCCO3)ccc1Cl	0.4	12.9	0.1	-1.6	10.8	-7.0	-6.1	11.3	-7.4	25.7
O=C(NCc1ccccn1)c1ccc(OC2CCN(Cc3ccc(CO)o3)CC2)cc1	10.8	0.3	1.5	-1.3	-4.4	-8.8	-13.6	-7.5	2.3	35.6
CC(=O)c1c(C)[nH]c(C(=O)NCCN2CCC(C)CC2)c1C	-10.4	-3.2	-0.5	-1.0	6.7	-0.9	9.1	-7.0	-1.0	-8.9
Cc1ccc(S(=O)(=O)N(C)C)cc1NC(=O)COC(=O)C1CCCC1	6.0	-2.8	-1.4	-1.0	-12.8	7.7	6.0	-1.3	nt	nt
O=C(Nc1cccc(C(F)(F)F)c1)Nc1ccon1	-11.0	-4.2	-1.0	1.7	-2.3	7.2	-1.2	4.4	3.7	27.9
O=C(NCCCC1CCCC1)C1CCC(=O)N(Cc2ccccc2F)C1 (centres undefined)	-15.5	5.1	-5.3	-2.9	-7.2	-2.5	8.6	3.1	-2.0	1.2
CN(C)/C=N/c1nc(-c2ccc3c(c2)OCO3)cs1	-0.2	nt	0.4	-1.1	-0.3	2.0	12.3	1.2	3.8	5.3
Cc1ccc(C2=NN(CC(=O)NCCN(CC(C)C)CC(C)C)C(=O)CC2)cc1	1.9	-10.7	-0.9	0.0	-5.5	-0.8	5.4	-0.3	-0.8	-3.3
NC(=O)c1cccc(Nc2nc(C(N)COCc3ccccc3)cs2)n1 (centres undefined)	-12.3	nt	0.0	-6.3	nt	nt	-0.7	4.2	nt	nt
CC1CN(c2ccc([N+](=O)[O-])cc2Cl)CCN1 (centres undefined)	-66.6	11.2	-1.8	-8.5	3.8	6.0	12.6	-20.0	-2.1	29.4
COc1cc(C2CC(=O)Oc3c2c(=O)n(C)c2ccccc32)cc(OC)c1OC (centres undefined)	5.8	0.0	-1.7	-2.2	4.6	-7.3	-6.4	11.3	5.9	-9.2
CC[N+]12CCC(CC1)C(=C(c1ccccc1)c1ccccc1)C2	1.8	2.7	0.3	-1.5	-6.2	3.1	-7.2	-0.3	4.7	17.7
O=C(CC(C(=O)N1CCc2ccccc21)n1ccnc1)N1CCc2ccccc2C1 (centres undefined)	-9.4	12.3	-0.3	-2.5	1.8	0.7	3.9	-5.2	0.2	21.3
CC(=O)c1ccc(S(=O)(=O)N2CCC(c3nnc(SCCN4CCCC4)n3C)CC2)cc1	3.7	-3.5	-3.9	5.9	9.7	0.3	-3.9	-0.5	-0.7	-5.5
Cc1nnc(NC(=O)C2CCN(S(=O)(=O)c3ccc(F)c(F)c3)CC2)o1	-1.8	-8.6	0.7	-2.6	-2.6	7.5	-4.8	7.0	nt	nt
CC12/C(=N/O)C3C4CC5C3/C(=N/O)C1C5C42 (centres undefined)	-9.4	nt	0.1	0.0	2.9	6.2	-9.3	5.0	-7.5	6.7
CCCc1nnc(NC(=O)Cn2c(=O)oc3ccccc32)s1	-5.9	-19.5	1.7	3.1	-1.7	-3.5	6.5	-3.9	7.6	-10.9
CN(C)NC1CCS(=O)(=O)C1 (centres undefined)	-6.5	0.5	-0.1	-5.3	0.1	-5.9	-3.1	3.2	-0.7	23.8
COc1ccc(S(N)(=O)=O)cc1C(=O)NNC(=O)C1COc2ccccc2O1 (centres undefined)	-1.5	-1.3	0.8	-2.2	-2.3	-0.3	-2.0	6.0	nt	nt
COc1ccc(C[C@H]2CN3C(=NC[C@@H]3Cc3ccc(O)cc3)N2CCNC(=O)c2ccc(C)c(Br)c2)cc1	-37.7	41.8*	0.1	-6.9	-22.0	-0.9	9.2	-2.5	-0.2	17.5

# Arranged by count of non-hydrogen atoms (rising): part of the list above
molecule	BoNT F protease	PriA SSB inh	BoNT-A LC inh2	Anthrax LF prot	MazF activator	Rv3671c inh	CCHFV vOTU inh	PrPC TRFRET	SARS 3CLpro inh	VHR inh abs
O=C(Nc1ccccn1)c1csc2c1CCCC2	-3.4	-0.9	0.6	-4.0	10.8	2.6	-0.8	7.1	-2.8	6.9
CC[N+]12CCC(CC1)C(=C(c1ccccc1)c1ccccc1)C2	1.8	2.7	0.3	-1.5	-6.2	3.1	-7.2	-0.3	4.7	17.7
Cc1nnc(NC(=O)C2CCN(S(=O)(=O)c3ccc(F)c(F)c3)CC2)o1	-1.8	-8.6	0.7	-2.6	-2.6	7.5	-4.8	7.0	nt	nt

# Additional records follow:
molecule	BoNT F protease	PriA SSB inh	BoNT-A LC inh2	Anthrax LF prot	MazF activator	Rv3671c inh	CCHFV vOTU inh	PrPC TRFRET	SARS 3CLpro inh	VHR inh abs
CCCCCCCCc1c(O)nc(-n2[nH]c(C)c(CCO)c2=O)[nH]c1=O	-8.5	12.3	-2.7	0.1	1.3	-1.9	-12.6	1.0	6.9	-10.4
Nc1nc(N)c2cc([N+](=O)[O-])ccc2n1	-4.9	-3.8	0.6	-3.7	11.6	nt	2.3	-24.0	nt	nt
Cc1ccc(-n2cc(C(=O)O)c(=O)cc2C)c(C)c1	-0.2	3.5	0.3	-1.3	4.4	11.2	8.7	4.5	-1.3	1.1
Cc1nn(CC(=O)Nc2ccc(N3CCOCC3)cc2)c(C)c1Br	10.2	1.4	3.7	2.6	-9.1	11.1	-3.9	2.8	4.2	-2.7
O=C(C[C@H]1C[C@@H]2c3cc(NS(=O)(=O)c4ccccc4)ccc3O[C@@H]2[C@H](CO)O1)N1CCOCC1	3.2	nt	0.2	-2.6	4.5	nt	12.0	-8.4	nt	nt
COc1ccccc1CNC(=S)NCc1ccc(F)cc1	7.4	6.0	-0.6	-2.9	0.9	-4.3	22.8	-1.0	-0.5	19.2
COc1cc(C)c(C#N)c(OC)n1	?	-5.6	-0.4	-3.3	-1.3	8.9	5.9	-1.0	-3.7	15.4
C=CCn1c(N)c(C(=O)Nc2cccc(C)c2)c2nc3ccccc3nc21	-14.2	-45.6	5.3	4.1	5.5	-4.2	3.8	7.1	4.8	-4.7
CC1(C(=O)Nc2cnc3ccccc3c2)CCN1Cc1ccc2ccccc2c1 (centres undefined)	-0.7	nt	-0.2	-0.8	nt	nt	12.6	-6.9	nt	nt
O=C(COc1cc2oc(=O)c3c(c2cc1Cl)CCCC3)N1C[C@H]2C[C@@H](C1)c1cccc(=O)n1C2	-4.6	-8.3	-0.6	-4.0	1.1	1.6	-12.2	0.6	2.8	-14.6
Cc1ccc(C)c2[nH]c(=O)c(CCNC(=O)c3ccco3)cc12	-1.9	-4.6	0.1	0.4	2.5	-10.5	-6.2	8.3	6.5	3.6
COc1cc(OC)cc(C(=O)NCCC(=O)NCCc2ccc(OC)c(OC)c2)c1	-2.7	-22.4	0.0	0.0	-1.7	-3.1	-17.3	-0.5	2.9	21.3
CCn1c(Cc2cccs2)nnc1SCC(=O)c1ccc(C)cc1	0.4	5.4	?	1.7	4.0	-5.7	3.9	13.8	2.4	14.5
CCOC(=O)N1CCN(C(=O)COc2ccc(Cl)cc2C)CC1	10.7	-10.5	0.3	6.0	-5.1	3.2	6.0	3.1	3.7	-2.2
CCN(Cc1ccccc1)C(=O)CSc1nc(C)cc(C)c1C#N	-7.4	-6.5	-0.3	-8.7	6.2	-3.4	7.6	-7.1	-0.9	-27.2
CC(=O)Nc1ccc(-c2noc(-c3csc([C@@H]4C[C@H](O)[C@@H](CO)O4)n3)n2)cc1	-7.1	nt	-0.5	-2.4	nt	nt	-0.1	-5.0	nt	nt
Cc1ccc(C)c(NC(=O)C2=CCN(S(=O)(=O)c3ccc(F)cc3)CC2)c1	4.7	-5.3	0.2	-6.0	13.2	9.3	-2.5	-8.9	3.6	3.9
CCOc1ccc(CCNC(=O)COC(=O)COc2ccc(C(=O)CC)cc2)cc1OCC	8.6	-5.9	1.9	1.1	-2.4	-3.0	9.6	-4.5	nt	nt
O=C(Nc1ccc2oc(-c3ccccc3)nc2c1)C1CCCO1 (centres undefined)	-30.3	-2.6	-1.9	-1.5	7.3	4.3	-68.3	2.3	1.6	-14.5
Cc1ccc(Cc2c(-c3ccccc3)nc3c(C)cc(Br)cn23)cc1	9.5	nt	1.5	4.3	nt	nt	11.7	-6.4	nt	nt
COc1ccc(CCN2Cc3c(cccc3[N+](=O)[O-])C2=O)cc1OC	-18.6	1.6	-0.5	-9.4	8.3	-7.6	-5.4	-32.5	-5.4	-6.2
CN1CCN(CC(=O)Nc2cc(N3CCOCC3)ccc2[N+](=O)[O-])CC1	-3.3	2.0	-0.8	-1.1	5.0	-9.8	16.7	-38.9	0.2	20.9
O=C(OCc1nnc(-c2ccccc2)o1)c1ccc2ccccc2n1	-4.7	-6.9	0.1	-2.6	5.9	-12.6	2.6	-2.8	-8.8	16.9
Cc1nc2ncnn2c(N2CCCC(C(=O)Nc3ccc4c(c3)CCC4)C2)c1C (centres undefined)	-4.1	-5.8	-0.6	-2.8	-4.6	-9.2	-10.1	-0.5	-0.6	2.8
O=C(Cn1cnc2c(nnn2Cc2ccccc2F)c1=O)NCC1CCCO1 (centres undefined)	-4.4	0.4	1.0	-6.6	10.3	-0.6	1.2	2.4	3.9	9.4
Cc1cccc(NC(=O)c2cc(NC(=O)C3CC=CCC3C(=O)O)ccc2N2CCOCC2)c1 (centres undefined)	-4.7	1.9	-0.7	-0.2	-4.2	-4.4	-5.4	-6.7	-3.0	-5.0
CCOc1ccc(OCCCC(=O)Nc2cc(S(=O)(=O)N3CCOCC3)ccc2N2CCOCC2)cc1	-12.8	6.9	0.1	-7.3	3.2	nt	-4.9	2.0	nt	nt
CSC1=C(C#N)C(c2ccncc2)C(C(=O)Nc2ccccc2)=C(C)N1 (centres undefined)	-3.1	-11.9	-0.4	-4.8	0.8	7.6	-6.0	-1.6	-5.9	12.5
C=CC[C@@H](CC(=O)N(CCO)Cc1ccccc1)C(=O)N[C@@H](C)COC(=O)[C@@H](CC=C)Cc1ccc(F)cc1	-6.2	-10.8	0.1	0.2	1.9	2.8	20.0	4.7	nt	nt
COCCNC(=O)[C@@]1(C)C=C[C@@H](Cc2ccccc2)N1C(=O)c1ccccc1	-8.9	-7.5	-0.1	-5.6	4.0	-5.3	-3.9	5.1	1.8	24.4

# A portion of the library (hit frequency here may not be typical).
